# Compound activity deposited in PubChem BioAssay by Sanford-Burnham Center for Chemical Genomics.
# EphA4 KYL inhibition – inhibitors of EphA4 binding to KYL peptide, primary screen, biochemical, colorimetric, mouse EphA4 (AID 689); EphA4-AP binding to KYL peptide, pNPP A405; higher % means a stronger effect; inhibition, % at 10 µM, or IC50 in µM where a hit was titrated; 62,000 compounds, 0.1% hits; in the data active = a potency from the dose series; inactive = the rest, 99 in 100 with inhibition below about 22%
# An asterisk follows results filed as active; & = joins results of further samples.
canonical_smiles	EphA4 KYL inhibition
Cc1nc2c(cc(Oc3ccc(S(=O)(=O)N4CCOCC4)cn3)c3ccsc32)s1	22%
CCOc1ccc(-n2c(SCC(=O)Nc3ccc(OC)cc3)nc3c(c2=O)SCC3)cc1	-4%
N#Cc1c(-c2ccc(O)cc2)c(C#N)c2nc3ccccc3n2c1N	-9%
COc1ccc(NC(=O)c2cc(OC)c(OC)c(OC)c2)cc1OC	-5%
CCOC(=O)c1c(CSC(=N)N)n(-c2ccc(C)cc2)c2cc(Br)c(OC(C)=O)cc12	-15%
COc1ccc(NC(=O)CSc2nc(O)cc(=O)n2C)cc1	-10%
Clc1ccccc1CSc1cc2c(nn1)-c1ccccc1CC2	-4%
COc1ccccc1-c1c(NC(=O)c2ccco2)n(-c2ccccc2)nc(C)c1=O	-5%
O=C(Nc1ccc(N=Nc2ccccc2)cc1)c1ccc(Cl)cc1Cl	-10%
CC(C)c1ccc(C(=O)Nc2ccc(Cl)cn2)cc1	8%
CC(=O)Nc1nc(COc2ccc3ccccc3c2)cs1	10%
COc1ccccc1C1CC(=O)Nc2c1c(=O)n(C)c(=O)n2C (configuration not stated)	2%
O=C(CCN1CCCCCC1)Nc1ccc(F)c(F)c1	-2%
O=C(Nc1ccc(Cl)c(Cl)c1)C1CC(=O)N(c2cccc([N+](=O)[O-])c2)C1 (configuration not stated)	-15%
CCOC(=O)N1CCC(NC(=O)COc2cc(=O)n(C)c3ccccc23)CC1	-2%
CCc1nnc(NC(=O)CCC(=O)N2CCN(Cc3cc(F)ccc3OC)CC2)s1	-1%
Cc1ccnc(SCCn2c(N3CCCCC3)nc3c2c(=O)[nH]c(=O)n3C)n1	-4%
CNS(=O)(=O)c1ccc(NC(=O)c2nc3nc(C)cc(C(F)F)n3n2)cc1	-11%
CN=C1c2ccccc2CN1c1cccc(C(=O)OC)c1	-4%
CCc1ccc(NC(=O)CSc2nnc(-c3ccco3)n2-c2ccccc2)cc1	-6%
COc1ccc(S(=O)(=O)N2CCCC2C(=O)Nc2nnc(-c3cccnc3)s2)cc1 (configuration not stated)	13%
CCc1nnc(NC(=O)CSc2nnc(-c3ccccc3O)n2CC)s1	-8%
CCCCNC(=O)c1onc(CSc2cccc(OCC)c2)c1C(=O)O	-2%
c1ccc(-c2cn3nc4c(nc3n2)CCCC4)cc1	5%
Cc1ccn2c(-c3csc(NCc4ccco4)n3)c(C)nc2c1	-3%
CCCCCOC(=O)c1[nH]c2c(c1C)C(=O)C(C(=O)OC)C(C)C2 (configuration not stated)	-1%
CC(=O)Cc1nsc(NC(=O)c2ccccc2)n1	-10%
COc1ccc(-c2cc(C)nc(SCC(=O)c3cccc([N+](=O)[O-])c3)n2)cc1	-1%
CC1=NN(C(=O)c2cccc(Cl)c2)C(O)(c2ccc(Cl)cc2)C1 (configuration not stated)	2%
Cc1ccc(S(=O)(=O)N2CCN(C)CC2)cc1-c1nnc2c3ccccc3c(C)nn12	3%

# Reprinted from the part before: three entries, followed by the next part.
canonical_smiles	EphA4 KYL inhibition
COc1ccc(-c2cc(C)nc(SCC(=O)c3cccc([N+](=O)[O-])c3)n2)cc1	-1%
CC1=NN(C(=O)c2cccc(Cl)c2)C(O)(c2ccc(Cl)cc2)C1 (configuration not stated)	2%
Cc1ccc(S(=O)(=O)N2CCN(C)CC2)cc1-c1nnc2c3ccccc3c(C)nn12	3%
CCOc1ccc(N(CC(=O)NCCSc2ccccc2)S(C)(=O)=O)cc1	-4%
CSc1ccc(Cl)c(C(=O)Nc2ccc(OCC(N)=O)cc2)c1	-11%
CCOC(=O)c1oc2cccc(OC(C)=O)c2c1C	-2%
COc1ccc(S(=O)(=O)N2CCN(C(=O)c3ccco3)CC2)cc1OC	-23%
O=C(c1ccco1)N1CCN(C(=O)c2ccc(COc3ccc4c(c3)CCC4)o2)CC1	-3%
CCNC(=O)COc1ccc2ccccc2c1	2%
Cc1cc(/C=C2\C(=O)NC(=O)N(c3ccc(Br)cc3)C2=O)c(C)n1-c1cccnc1	-3%
S=c1nc(-c2cccc(Br)c2)[nH][nH]1	11%
CCOc1ccccc1N1C(=O)CC(Nc2ccc(N3CCOCC3)cc2)C1=O (configuration not stated)	2%
CCOc1cc(/C=N/NC(N)=O)cc(Br)c1OCC(=O)Nc1cccc2ccccc12	-17%
COc1ccc(N2C(=O)CCC(C(=O)NCc3cccnc3)C2c2ccc(OC)c(OC)c2)cc1 (configuration not stated)	-10%
CCOc1ccc(NC(=O)c2cc(Br)ccc2Cl)cc1	2%
O=C(c1sccc1-n1cccc1)N1CCCC1	4%
COc1cccc(NC2CC(=O)N(CCc3ccccc3)C2=O)c1 (configuration not stated)	3%
Cc1cc(NC(=O)c2cccnc2)ccc1NC(=O)c1ccco1	-5%
Cn1cccc1C(C(=O)NC1CCCCC1)N(C(=O)Cc1cccs1)c1ccc2c(c1)OCO2 (configuration not stated)	13%
CCOC(=O)N1CCN(C(=O)C2COc3ccccc3O2)CC1 (configuration not stated)	-4%
Cc1ccc(-n2c3c(cc(C(=O)NCc4ccco4)c2=O)C(=O)CC(C)(C)C3)cc1	13%
CCc1ccc(OCC(=O)Nc2ccc3c(c2)COC3=O)cc1	-11%
O=C(Nc1nccs1)c1cccc(N2C(=O)c3cccc4c([N+](=O)[O-])ccc(c34)C2=O)c1	-6%

# Exported with each value named: entries from further up
> Cn1cccc1C(C(=O)NC1CCCCC1)N(C(=O)Cc1cccs1)c1ccc2c(c1)OCO2 (configuration not stated)
  EphA4 KYL inhibition: 13%
> CCOC(=O)N1CCN(C(=O)C2COc3ccccc3O2)CC1 (configuration not stated)
  EphA4 KYL inhibition: -4%

# (further entries)
canonical_smiles	EphA4 KYL inhibition
O=C1Nc2ccccc2S/C1=C/Nc1cccc(Cl)c1	-20%
COc1ccc(NC(=O)CSc2nnc(C)n2Cc2ccccc2)cc1	-8%
CC(C)(C)CC(=O)NC(=S)N1CCCCCC1	-8%
CC(C)n1c(SCC(=O)Nc2ccc3c(c2)OCO3)nc2c1c(=O)n(C)c(=O)n2C	-8%
O=C(Nc1ncc2c(n1)-c1ccccc1OC2)c1ccc(Cl)cc1Cl	-10%
COc1ccc(C(=O)NC(=S)NC(C)C)cc1Br	-15%
CCOc1cccc(C(=O)Nc2nnc(C)s2)c1	9%
Cc1ccc(C)c(N2CCN(C(=O)c3cc4ccccc4oc3=O)CC2)c1	4%
CC(=O)Nc1cc(C(=O)N2CCCC2)ccc1Sc1ccc(Cl)cc1	-2%
COC(=O)N(C)c1nc2ccccc2s1	-13%
O=C(Nc1ccc(-n2nncc2-c2ccco2)cc1)c1cc2ccccc2oc1=O	-7%
Cc1[nH]nc(N=CC2=C(O)CC(c3ccco3)CC2=O)c1-c1ccccc1 (configuration not stated)	6%
O=C(NCc1ccccn1)c1ccc(=O)oc1	-27%
O=C(NC1(C(F)(F)F)NC(=O)N(Cc2cccnc2)C1=O)c1ccccc1Cl (configuration not stated)	-16%
CCCC(=O)N1CCc2cc(-c3nc(N)sc3C)ccc21	-8%
CCc1ccc(NC(=O)c2ccnc(C(C)(C)C)c2)cc1	-21%
CC(C)(C)NC(=O)/C(=C\c1cccs1)NC(=O)c1ccc(C(C)(C)C)cc1	-5%
Cc1cnc(C(=O)OCC(=O)Nc2ccc(Cl)cc2)cn1	-6%
CN(C)c1nc(Oc2ccc(/C=N/O)cc2)nc(N(C)C)n1	-3%
CC1=C(C(=O)OC2CCCCC2)C(c2ccco2)n2ncnc2N1 (configuration not stated)	-3%
Cc1ccc(NC(=S)Nc2nc(CC(=O)Nc3ccccc3)cs2)cc1	-12%
COc1ccc(CC(=O)O/N=C(\N)Cc2ccc([N+](=O)[O-])cc2)cc1OC	-15%
COc1ccc(-c2nn(C)c(=O)c3ccccc23)cc1NC(=O)Cn1nc(-c2ccccc2)c2ccccc2c1=O	8%
CN(C)S(=O)(=O)Oc1cccc(C(=O)Nc2ccccc2Cl)c1	-9%
COC(=O)c1ccccc1NC(=O)C1CCC(=O)N1S(=O)(=O)c1ccc(C)cc1 (configuration not stated)	-11%
CN1C(=O)C(=Cc2ccc(-c3ccccc3C(=O)O)o2)C(=O)N(C)C1=O	-20%
CC1(C)Cc2ccccc2C(N/N=C/c2cccc(F)c2)=N1	-16%
Cc1c(Cl)cccc1NC1C=CS(=O)(=O)C1 (configuration not stated)	1%
Cn1ncc2c1ncn1nc(COc3ccc4ccccc4c3)nc21	-1%
Cc1ccc(O)c(Nc2c([N+](=O)[O-])c(=O)oc3ccccc23)c1	-3%
CNC(=O)c1nc(C)n(-c2cc(Cl)ccc2Cl)n1	3%
CCCCN(C)C(=O)c1oc2ccc(S(=O)(=O)N3CCCCCC3)cc2c1C	-13%
COc1ccc(N=C2S/C(=C\c3ccco3)C(=O)N2CC(C)C)cc1	-1%
COc1ccc2cc3c(N)nn(C(=O)Cc4ccccc4OC)c3nc2c1	7%
COC(=O)c1sccc1NC(=O)c1cc(-c2ccc(C)cc2)nc2ccccc12	-12%
COc1cc(C(=O)NCc2ccc3c(c2)OCO3)ccc1OCc1c(C)noc1C	-16%
Cc1ccc(-c2ccc(=O)n(CC(=O)NCCN(C)C)n2)cc1	-7%
O=S(=O)(Cc1ccc(Cl)cc1)c1ccccc1-c1nnc(-c2ccc(Cl)cc2)o1	-1%
O=C(NCCN1CCOCC1)NC1(C(F)(F)F)Oc2ccccc2O1	6%
O=C(CCN1CCCCC1)c1ccc2c(c1)OCO2	7%
CCOC(=O)N1CCC(NC(=O)c2cc(S(=O)(=O)N3CCC4(CC3)OCCO4)ccc2F)CC1	-8%
CCOC(=O)N1CCN(C(=O)COc2ccc(Br)cc2Cl)CC1	14%
CCOc1cc(C2C(C(=O)OC)=C(C)N=C3SCCC(=O)N32)ccc1OC(C)=O (configuration not stated)	-13%
CC1=CC(c2ccccc2)n2c(nc3ccccc32)N1 (configuration not stated)	7%
CC1CCN(S(=O)(=O)c2ccc3[nH]c(=O)c(=O)[nH]c3c2)CC1	-13%
COc1ccc(N(C(=O)C(C)C)S(=O)(=O)c2ccc(Cl)cc2)cc1	-1%
Cc1cc(C)n2nc(SC3CCCCN(C(=O)c4ccc(F)cc4)C3=O)nc2n1 (configuration not stated)	-10%
Cc1cccc(C)c1OCC(=O)Nn1c(C)nc2ccccc2c1=O	8%
Cc1nn(Cc2ccccc2)c(C)c1NC(=O)c1cc(-c2ccc3c(c2)OCO3)on1	-13%
CC(=O)Nc1ccc(Oc2cnc3ccccc3n2)cc1	0%

# Later entries
canonical_smiles	EphA4 KYL inhibition
CC(C)CCNC(=O)C1CCCN(S(=O)(=O)c2ccc(F)cc2)C1 (configuration not stated)	-6%
O=C(NCc1cccs1)C1CC(=O)N(c2ccc(F)cc2)C1 (configuration not stated)	-5%
CCOC(=O)C1CCCN(c2ccc(NC(=O)c3snc4c(=O)[nH]c(C)nc34)cc2)C1 (configuration not stated)	-1%
COc1ccc(C(CC(=O)NCc2ccco2)c2ccc(F)cc2)cc1 (configuration not stated)	-11%
COC(=O)c1ccccc1NC(=O)CSc1ccccn1	-16%
CCOC(=O)C1=C(CSc2nc3c(cc2C#N)CN(C)CC3)OC(N)=C(C#N)C1c1ccc(Cl)cc1 (configuration not stated)	-9%
O=C(NNC(=O)c1ccc2c(c1)OCO2)NC1CCCCC1	-6%
COc1ccccc1-n1c(SCC(=O)N2CCCC2)nc2cccnc21	-5%
CCCC(=O)Nc1c2c(nn1-c1ccc(C)cc1C)CSC2	-1%
CCOC(=O)N1CCN(C(=O)c2cnn3c(C)c(Cc4ccc(C)cc4)c(C)nc23)CC1	0%
COc1ccccc1OCCSc1nnc(C)n1-c1ccccc1	-8%
CCOc1cc(CNc2ccc3c(c2)CCC3)ccc1OC	-4%
CSc1ccc(CNc2ccc(C)cc2)cc1	-2%
COc1cc(C(=O)N2CCC(NC(=O)C(Cc3ccccc3)NC(C)=O)CC2)cc(OC)c1OC (configuration not stated)	-2%
CCn1c2ccccc2c2cc(CN3CCN(C(=O)c4ccco4)CC3)ccc21	16%
CC(c1ccc(F)cc1)n1c(-c2ccc3ccccc3n2)n[nH]c1=S (configuration not stated)	-11%
O=C(Oc1ccc(C(=S)N2CCOCC2)cc1Br)c1cc(Cl)ccc1Cl	-7%
Brc1ccc2ncnc(Nc3cccc4ccccc34)c2c1	0%
O=C(c1cc(-c2ccc3c(c2)OCO3)on1)N1CCN(c2ccc(F)cc2)CC1	4%
CCCOc1ccc(C(=O)Nc2ccc(Cl)cn2)cc1	-1%&-13%
CCOc1ccc(/C=N/N2CCN(Cc3ccccc3Cl)CC2)cc1OC	-2%
COC(=O)/C=C1/S/C(=N/NC(=O)c2ccccc2C)NC1=O	-12%
O=C1C2=C(c3ccccc31)[N+](=O)[C@@H]1CCCC[C@@H]1N2[O-]	-4%
O=C(CNC(=S)N(Cc1ccccc1F)C1CCCCC1)NC1CC1	1%
N/C(=N\OC(=O)c1cc(-c2ccccc2)nc2ccccc12)c1ccncc1	2%
O=[N+]([O-])c1ccccc1N/C(=N/S(=O)(=O)c1ccccc1)c1ccccc1	-11%
Cc1nc(SCCO)c2oc3ccccc3c2n1	8%
Cc1ccc(-n2nc(N)c3c(=O)oc(N(C)C)nc32)cc1	-3%
CCC(C)c1ccc(O)c(NC(=O)c2cccnc2)c1 (configuration not stated)	-1%
COC(=O)c1cc(C(=O)N2CCN(C)CC2)cc([N+](=O)[O-])c1	-17%
COc1ccc(OC)c(CCNC(=O)CS(=O)(=O)Cc2nc(-c3ccccc3C)oc2C)c1	1%
CC1(C)c2ssc(=S)c2-c2ccccc2N1C(=O)CSC1=NCCS1	0%
COc1ccc([N+](=O)[O-])cc1COc1cc(C)cc2oc(=O)cc(-c3ccccc3)c12	6%

# An excerpt; the hit share may differ from the screen's.
